Screens: PubChem BioAssay, several laboratories
LAP4-GFP MLPCN: yeast TOR pathway LAP4-GFP modulation; GFP response vs DMSO, % at 10 µM; hit rate 0.34% among 320,000; S. cerevisiae LAP4-GFP multiplex, flow cytometry GFP, 3 h; median GFP as percent of DMSO wells;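 active = GFP response vs DMSO above a set limit, about the screen mean plus 3 SD, cut at about 150% in these data; inconclusive = under 70 cell events counted for the yeast strain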
VLA-4 inh: inhibition in a human VLA-4 binding assay | AID 2557 | inhibition, % (about 7 µM as worked out from the volumes in the protocol) | VLA-4 expressing cells, ligand binding flow cytometry | hit rate 0.2% among 330,000; in the data active = inhibition above about 50%
MEP2 TOR yeast: alters MEP2-GFP fluorescence in TOR pathway yeast screen; GFP response vs DMSO, % at 10 µM; hit rate 0.51% among 330,000; AID 2016; S. cerevisiae MEP2-GFP strain, flow cytometry GFP, 3 h; 100% = DMSO control level;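 active = GFP response versus DMSO above a set limit, roughly screen mean plus 3 SD, cut at about 180% in these data; inconclusive = fewer than 70 cells counted for a yeast strain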;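 note: median GFP fluorescence of the barcode-gated MEP2-GFP cells per well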
RPL19A-GFP yeast: alters RPL19A-GFP fluorescence in TOR pathway yeast screen; S. cerevisiae RPL19A-GFP strain, flow cytometry, 3 h; hits give low values; percent response vs DMSO, % at 10 µM; hit rate 0.3% among 330,000;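 active = percent response vs DMSO below 50%; inconclusive = fewer than 70 events counted for the yeast strain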;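 note: median channel GFP fluorescence of the barcoded RPL19A-GFP strain; ratio of sample median GFP to plate DMSO average so 100% = DMSO; lower means less RPL19A-GFP as with rapamycin TOR inhibition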
GRK2 inh: human GRK2 inhibition via aptamer displacement; P25098; inhibition of aptamer binding, % at 10 µM; AID 488847; hit rate 0.59% among 330,000; bead flow cytometry, FAM-aptamer displacement from GRK2;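 active = inhibition of aptamer binding above 40%, roughly 3 SD of noise, on plates passing a quality check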;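 note: median bead fluorescence of bound FAM aptamer so fluorescent compounds give negative values; no value below 0 was filed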
Target sequence (P25098 whole entry, looked up): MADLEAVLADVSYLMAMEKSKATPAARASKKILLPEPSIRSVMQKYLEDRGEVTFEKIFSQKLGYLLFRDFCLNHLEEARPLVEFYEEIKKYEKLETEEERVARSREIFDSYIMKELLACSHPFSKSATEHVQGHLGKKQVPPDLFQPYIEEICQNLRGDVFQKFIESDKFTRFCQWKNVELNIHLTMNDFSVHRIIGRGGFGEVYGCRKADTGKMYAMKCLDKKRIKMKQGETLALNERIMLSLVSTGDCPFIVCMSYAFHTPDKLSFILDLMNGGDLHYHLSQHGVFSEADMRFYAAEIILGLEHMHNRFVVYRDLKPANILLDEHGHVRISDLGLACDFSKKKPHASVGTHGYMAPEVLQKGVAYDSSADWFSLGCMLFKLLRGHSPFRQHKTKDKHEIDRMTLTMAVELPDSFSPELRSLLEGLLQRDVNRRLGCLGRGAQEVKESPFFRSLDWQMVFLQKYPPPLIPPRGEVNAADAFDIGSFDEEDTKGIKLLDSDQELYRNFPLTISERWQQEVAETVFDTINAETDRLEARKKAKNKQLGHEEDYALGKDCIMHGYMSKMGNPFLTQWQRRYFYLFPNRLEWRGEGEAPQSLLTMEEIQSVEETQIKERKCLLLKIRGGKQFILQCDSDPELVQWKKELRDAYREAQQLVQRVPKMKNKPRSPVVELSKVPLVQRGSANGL
CIT2-GFP yeast: yeast TOR pathway CIT2-GFP modulation | S. cerevisiae CIT2-GFP strain, flow cytometry, 3 h; 100 means same as DMSO wells | GFP response vs DMSO, % at 10 µM | hit rate 0.065% among 320,000 | AID 2029;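 active = GFP response relative to DMSO above a set limit, near the screen mean plus 3 SD, cut at about 150% in these data; inconclusive = Fewer than 70 cells measured for a yeast strain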;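 note: ratio of well median GFP fluorescence to mean of DMSO wells on the plate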
JMJD2C inh: human JMJD2C demethylase inhibition; GST-JMJD2C(1-420) H3K9me3 demethylation, DELFIA europium; inhibition, % at 2.35 µM; hit rate 0.069% among 330,000; AID 2099;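 active = more than half of a compound's replicate wells show inhibition beyond 50%, single wells judged on their own value; inconclusive = some, but no more than half, of replicates pass 50% inhibition; inactive = no replicate passes 50% inhibition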;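 note: signal counts dimethyl H3K9 product captured on neutravidin plate; 0% = median of DMSO wells and 100% = 0.3 times that DMSO median; strong numbers were not always called active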
Target sequence (Q9H3R0 1-420 limits assumed): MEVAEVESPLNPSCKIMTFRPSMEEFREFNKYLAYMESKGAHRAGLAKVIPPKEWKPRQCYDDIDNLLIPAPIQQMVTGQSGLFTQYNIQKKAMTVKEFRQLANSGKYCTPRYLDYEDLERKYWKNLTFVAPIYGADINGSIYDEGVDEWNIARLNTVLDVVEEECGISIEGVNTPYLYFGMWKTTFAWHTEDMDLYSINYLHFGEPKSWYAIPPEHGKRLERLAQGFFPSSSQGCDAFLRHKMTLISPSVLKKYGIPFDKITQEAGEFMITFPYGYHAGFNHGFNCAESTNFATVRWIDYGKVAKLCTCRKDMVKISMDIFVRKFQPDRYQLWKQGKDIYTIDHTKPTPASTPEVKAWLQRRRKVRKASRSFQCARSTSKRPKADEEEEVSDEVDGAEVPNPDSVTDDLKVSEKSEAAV
AGP1 TOR yeast: alters AGP1-GFP fluorescence in TOR pathway yeast screen. S. cerevisiae AGP1-GFP multiplex flow cytometry, 3 h; GFP as percent of DMSO wells. GFP response vs DMSO, % at 10 µM. hit rate 0.02% among 320,000;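 active = GFP response relative to DMSO above a set limit, near screen average plus 3 SD, cut at about 150% in these data; inconclusive = fewer than 70 cells counted for the yeast strain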;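 note: median GFP channel fluorescence of the gated AGP1 strain per well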
Numbers without * were called inactive; [ ] = another dose, or the depositor's remark. Rows were taken by chance. About 1.7% of those tested had a hit in this group.

Screening CCOC(=O)c1ccc(NS(=O)(=O)c2c(N)[nH]c(=O)[nH]c2=O)cc1 returned LAP4-GFP MLPCN 128, VLA-4 inh -214, MEP2 TOR yeast 95, RPL19A-GFP yeast 94, GRK2 inh 2, CIT2-GFP yeast 69, JMJD2C inh 10 and AGP1 TOR yeast 77.
Screening CC(=O)NCCC(=O)Nc1ccc(C(N)=O)cc1 returned LAP4-GFP MLPCN 110, VLA-4 inh 0, MEP2 TOR yeast 108, RPL19A-GFP yeast 99, GRK2 inh 0, CIT2-GFP yeast 112, JMJD2C inh 2 and AGP1 TOR yeast 122.
For CC(C)CN1CCN(C(=O)CCc2nnc(Cc3c[nH]c4ccccc34)o2)[C@@H](C)C1=O the results were LAP4-GFP MLPCN 63[may fluoresce red], VLA-4 inh -5, MEP2 TOR yeast 92[may fluoresce red], RPL19A-GFP yeast inconclusive, GRK2 inh 1, CIT2-GFP yeast 112[may fluoresce red], JMJD2C inh 7 and AGP1 TOR yeast inconclusive.
For Cc1nn(-c2ccccc2)c(C)c1NC(=O)c1cccs1 the results were LAP4-GFP MLPCN 95, VLA-4 inh 14, MEP2 TOR yeast 97, RPL19A-GFP yeast 99, GRK2 inh 0, CIT2-GFP yeast 91, JMJD2C inh -1 and AGP1 TOR yeast 96.
O=c1c(Cc2ccc(F)cc2)c(O)ccn1Cc1cccc(Cl)c1 was read as LAP4-GFP MLPCN 106, VLA-4 inh 7, MEP2 TOR yeast 97, RPL19A-GFP yeast 100, GRK2 inh 0, CIT2-GFP yeast 107, JMJD2C inh 1 and AGP1 TOR yeast 102.
Screening C=CCOc1ccc(-c2nc3c(c(=O)[nH]c(=O)n3CCCC)n2C)cc1OC returned LAP4-GFP MLPCN 99, VLA-4 inh 3, MEP2 TOR yeast 97, RPL19A-GFP yeast 95, GRK2 inh 1, CIT2-GFP yeast 89, JMJD2C inh 10 and AGP1 TOR yeast 100.
Screening O=C(COC(=O)CCc1c[nH]c(=O)[nH]1)Nc1ccccc1Cl returned LAP4-GFP MLPCN 101, VLA-4 inh -3, MEP2 TOR yeast 103, RPL19A-GFP yeast 105, GRK2 inh 0, CIT2-GFP yeast 111, JMJD2C inh 5 and AGP1 TOR yeast 108.
For COc1c(C(C)C)cc(NC(C)=O)cc1C(C)C the results were LAP4-GFP MLPCN 96, VLA-4 inh 0, MEP2 TOR yeast 104, RPL19A-GFP yeast 100, GRK2 inh 0, CIT2-GFP yeast 96, JMJD2C inh -17 and AGP1 TOR yeast 104.
Screening CN1CCc2nc(SCc3ccc(Cl)cc3)c(C#N)c(-c3cccs3)c2C1 returned LAP4-GFP MLPCN 110, VLA-4 inh -225, MEP2 TOR yeast 105, RPL19A-GFP yeast 105, GRK2 inh 0, CIT2-GFP yeast 90, JMJD2C inh -4 and AGP1 TOR yeast 99.
Screening Cc1ccc(N2C(=O)N3[C@@H]4c5ccccc5OC[C@@H]4[C@@H](c4ccccc4)[C@@]3(C)C2=O)cc1 returned LAP4-GFP MLPCN 106, VLA-4 inh 17, MEP2 TOR yeast 101, RPL19A-GFP yeast 97, GRK2 inh 0, CIT2-GFP yeast 99, JMJD2C inh -8 and AGP1 TOR yeast 101.
COC(=O)C1=C(N)Oc2cc(C)[nH]c(=O)c2C1c1ccncc1 (stereo not drawn) was read as LAP4-GFP MLPCN 102, VLA-4 inh -85, MEP2 TOR yeast 99, RPL19A-GFP yeast 99, GRK2 inh 0, CIT2-GFP yeast 98, JMJD2C inh 0 and AGP1 TOR yeast 103.
Screening CC(C)CC(NS(=O)(=O)OCC(Cl)(Cl)Cl)c1ccccc1 (stereo not drawn) returned LAP4-GFP MLPCN 130, VLA-4 inh -4, MEP2 TOR yeast 88, RPL19A-GFP yeast 91, GRK2 inh 2, CIT2-GFP yeast 63, JMJD2C inh 5 and AGP1 TOR yeast 73.
CCC(C(=O)OCC(=O)Nc1c(Cl)cccc1Cl)c1ccccc1 (stereo not drawn) was read as LAP4-GFP MLPCN 86, VLA-4 inh -9, MEP2 TOR yeast 94, RPL19A-GFP yeast 100, GRK2 inh 0, CIT2-GFP yeast 92, JMJD2C inh 13 and AGP1 TOR yeast 90.
CN(C)C(=S)SCC(=O)NCc1ccc(F)cc1 was read as LAP4-GFP MLPCN 122, VLA-4 inh -2, MEP2 TOR yeast 104, RPL19A-GFP yeast 104, GRK2 inh 0, CIT2-GFP yeast 105, JMJD2C inh -1 and AGP1 TOR yeast 119.
Screening CCCCC(CCC(=O)Nc1ccc(C(=O)OCC)cc1)C(=O)O (stereo not drawn) returned LAP4-GFP MLPCN 106, VLA-4 inh 24, MEP2 TOR yeast 105, RPL19A-GFP yeast 101, GRK2 inh 2, CIT2-GFP yeast 98, JMJD2C inh -3 and AGP1 TOR yeast 100.
`Cc1cc(NC(=O)C(C)(C)C)no1` gave LAP4-GFP MLPCN 115, VLA-4 inh -9, MEP2 TOR yeast 107, RPL19A-GFP yeast 106, GRK2 inh 1, CIT2-GFP yeast 112, JMJD2C inh -1 and AGP1 TOR yeast 112.
For CC(=O)c1cccc2c(O)c(C3=Nc4ccccc4C3=O)[nH]c12 the results were LAP4-GFP MLPCN 121, VLA-4 inh -21, MEP2 TOR yeast 106, RPL19A-GFP yeast 101, GRK2 inh 0, CIT2-GFP yeast 104, JMJD2C inh -10 and AGP1 TOR yeast 101.
`Cn1c(=O)c([N+](=O)[O-])c(NCCc2ccccc2)c2ccccc21` gave LAP4-GFP MLPCN 96, VLA-4 inh -2, MEP2 TOR yeast 98, RPL19A-GFP yeast 97, GRK2 inh 0, CIT2-GFP yeast 102, JMJD2C inh 5 and AGP1 TOR yeast 98.
Screening CCCCN(CCCC)S(=O)(=O)c1ccc2oc(C(=O)N3CCOCC3)c(C)c2c1 returned LAP4-GFP MLPCN 99, VLA-4 inh 5, MEP2 TOR yeast 92, RPL19A-GFP yeast 95, GRK2 inh 2, CIT2-GFP yeast 93, JMJD2C inh 6 and AGP1 TOR yeast 93.
Cc1cc(C)n2nc(C(=O)OCC(=O)c3ccccc3Cl)nc2n1 was read as LAP4-GFP MLPCN 104, VLA-4 inh 2, MEP2 TOR yeast 104, RPL19A-GFP yeast 97, GRK2 inh 5, CIT2-GFP yeast 93, JMJD2C inh -1 and AGP1 TOR yeast 100.
`COCC1CCCN(C(=O)c2cc(COc3ccc(C(C)=O)cc3)on2)C1` (stereo not drawn) gave LAP4-GFP MLPCN 108, VLA-4 inh -1, MEP2 TOR yeast 85, RPL19A-GFP yeast 85, GRK2 inh 1, CIT2-GFP yeast 99, JMJD2C inh -2 and AGP1 TOR yeast 96.
Screening O=C(NC1CCOc2ccccc21)c1ccc(Cl)nc1 (stereo not drawn) returned LAP4-GFP MLPCN 105, VLA-4 inh 7, MEP2 TOR yeast 101, RPL19A-GFP yeast 99, GRK2 inh 0, CIT2-GFP yeast 93, JMJD2C inh -10 and AGP1 TOR yeast 99.
For COc1ccc2[nH]c(C(=O)N/N=C/c3cc(OC)c(OC)c(OC)c3)cc2c1 the results were LAP4-GFP MLPCN 91, VLA-4 inh -1, MEP2 TOR yeast 103, RPL19A-GFP yeast 105, GRK2 inh 0, CIT2-GFP yeast 101, JMJD2C inh -21 and AGP1 TOR yeast 94.
COc1ccc(CCNC(=O)c2ccc(Cl)nc2)cc1 was read as LAP4-GFP MLPCN 91, VLA-4 inh 4, MEP2 TOR yeast 101, RPL19A-GFP yeast 99, GRK2 inh 1, CIT2-GFP yeast 104, JMJD2C inh 9 and AGP1 TOR yeast 94.
For COc1ccc(C(=O)OCC(=O)Nc2ccc(Cl)cn2)cc1 the results were LAP4-GFP MLPCN 99, VLA-4 inh 7, MEP2 TOR yeast 106, RPL19A-GFP yeast 104, GRK2 inh 1, CIT2-GFP yeast 99, JMJD2C inh 16 and AGP1 TOR yeast 96.
`Cc1ccc(OCC(=O)NNC(=O)c2cccnc2)cc1C` gave LAP4-GFP MLPCN 99, VLA-4 inh -6, MEP2 TOR yeast 93, RPL19A-GFP yeast 94, GRK2 inh 1, CIT2-GFP yeast 96, JMJD2C inh 39 and AGP1 TOR yeast 95.
For CCn1c(=O)c2cc(C(=O)N(C)c3ccc(OC)cc3OC)sc2c2ccccc21 the results were LAP4-GFP MLPCN 92, VLA-4 inh -3, MEP2 TOR yeast 75, RPL19A-GFP yeast 86, GRK2 inh 0, CIT2-GFP yeast 101, JMJD2C inh -2 and AGP1 TOR yeast 97.
`Cn1c(SCC(=O)NNC(=O)c2ccccc2O)nnc1-c1ccccc1` gave LAP4-GFP MLPCN 96, VLA-4 inh 2, MEP2 TOR yeast 110, RPL19A-GFP yeast 102, GRK2 inh 0, CIT2-GFP yeast 106, JMJD2C inh 4 and AGP1 TOR yeast 98.
C=CCn1c(-c2cc(-c3ccccc3)sc2N)n[nH]c1=S was read as LAP4-GFP MLPCN 115, VLA-4 inh -10, MEP2 TOR yeast 100, RPL19A-GFP yeast 101, GRK2 inh 5, CIT2-GFP yeast 102, JMJD2C inh 4 and AGP1 TOR yeast 118.
For O=C(CN1C(=O)C2C3c4ccccc4C(c4ccccc43)C2C1=O)N1CCOCC1 (stereo not drawn) the results were LAP4-GFP MLPCN 100, VLA-4 inh 3, MEP2 TOR yeast 104, RPL19A-GFP yeast 102, GRK2 inh 5, CIT2-GFP yeast 104, JMJD2C inh 3 and AGP1 TOR yeast 108.

Looked up by structure from the entries so far:
Screening CCCCN(CCCC)S(=O)(=O)c1ccc2oc(C(=O)N3CCOCC3)c(C)c2c1 returned LAP4-GFP MLPCN 99, VLA-4 inh 5, MEP2 TOR yeast 92, RPL19A-GFP yeast 95, GRK2 inh 2, CIT2-GFP yeast 93, JMJD2C inh 6 and AGP1 TOR yeast 93.
For COc1ccc2[nH]c(C(=O)N/N=C/c3cc(OC)c(OC)c(OC)c3)cc2c1 the results were LAP4-GFP MLPCN 91, VLA-4 inh -1, MEP2 TOR yeast 103, RPL19A-GFP yeast 105, GRK2 inh 0, CIT2-GFP yeast 101, JMJD2C inh -21 and AGP1 TOR yeast 94.

Next section
`CCCCN(CC)Cc1ccc(CNC(=S)Nc2ccc(C)cc2Cl)o1` gave LAP4-GFP MLPCN 106, VLA-4 inh -3, MEP2 TOR yeast 98, RPL19A-GFP yeast 99, GRK2 inh 0, CIT2-GFP yeast 105, JMJD2C inh 9 and AGP1 TOR yeast 102.
Cc1ccccc1-c1nsc(SCC(=O)c2ccc(Cl)cc2)n1 was read as LAP4-GFP MLPCN 96, VLA-4 inh -12, MEP2 TOR yeast 89, RPL19A-GFP yeast 97, GRK2 inh 0, CIT2-GFP yeast 97, JMJD2C inh -6 and AGP1 TOR yeast 105.
COc1cccc(C(=O)Nc2nnc(S(=O)(=O)N(C)Cc3ccccc3)s2)c1 was read as LAP4-GFP MLPCN 100, VLA-4 inh 11, MEP2 TOR yeast 105, RPL19A-GFP yeast 99, GRK2 inh 1, CIT2-GFP yeast 102, JMJD2C inh 6 and AGP1 TOR yeast 102.
Screening BrC(=C\c1ccccc1)/C=N/N1CCN(Cc2ccccc2)CC1 returned LAP4-GFP MLPCN 98, VLA-4 inh -12, MEP2 TOR yeast 115, RPL19A-GFP yeast 105, GRK2 inh 0, CIT2-GFP yeast 105, JMJD2C inh -3 and AGP1 TOR yeast 100.
`O=c1[nH]cnc2c1ncn2[C@H]1CC[C@@H](CO)O1` gave LAP4-GFP MLPCN 104, VLA-4 inh 8, MEP2 TOR yeast 90, RPL19A-GFP yeast 96, GRK2 inh 0, CIT2-GFP yeast 106, JMJD2C inh 1 and AGP1 TOR yeast 92.
`COc1ccc(CNC(=O)Nc2ccc(OC)cc2)cc1` gave LAP4-GFP MLPCN 99, VLA-4 inh 16, MEP2 TOR yeast 91, RPL19A-GFP yeast 93, GRK2 inh 0, CIT2-GFP yeast 98, JMJD2C inh 0 and AGP1 TOR yeast 97.
